KCNQ2 inh: KCNQ2 potassium channel inhibitors, primary screen, cell-based, CHO-K1, FluxOR thallium flux, B-score (AID 2156); Potassium voltage-gated channel subfamily KQT member 2 (Rattus norvegicus), O88943; 20 min; stronger effect = lower value; B-score at 10 µM; actives 1.1% (n = 310,000);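 active means fluorescence ratio B-score at most minus 3 library SDs, with starting brightness B-score within 2 library SDs, cut at about -5.5 in these data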
CHT block: inhibitors of human choline transporter CHT. AID 488975, 2010. High affinity choline transporter 1 (Homo sapiens), Q9GZV3. CHT-expressing cells, membrane potential dye, choline response; stronger effect = lower value. actives 0.86% (n = 310,000). B-score at 10 µM;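 active means B-score over 3 SD under the library average, and starting fluorescence ratio not unusually high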;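 further: choline stimulus applied at its EC90 after an EC20 pre-addition; B-score computed on integrated fluorescence ratio after choline addition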
Target sequence (Q9GZV3 whole entry, looked up): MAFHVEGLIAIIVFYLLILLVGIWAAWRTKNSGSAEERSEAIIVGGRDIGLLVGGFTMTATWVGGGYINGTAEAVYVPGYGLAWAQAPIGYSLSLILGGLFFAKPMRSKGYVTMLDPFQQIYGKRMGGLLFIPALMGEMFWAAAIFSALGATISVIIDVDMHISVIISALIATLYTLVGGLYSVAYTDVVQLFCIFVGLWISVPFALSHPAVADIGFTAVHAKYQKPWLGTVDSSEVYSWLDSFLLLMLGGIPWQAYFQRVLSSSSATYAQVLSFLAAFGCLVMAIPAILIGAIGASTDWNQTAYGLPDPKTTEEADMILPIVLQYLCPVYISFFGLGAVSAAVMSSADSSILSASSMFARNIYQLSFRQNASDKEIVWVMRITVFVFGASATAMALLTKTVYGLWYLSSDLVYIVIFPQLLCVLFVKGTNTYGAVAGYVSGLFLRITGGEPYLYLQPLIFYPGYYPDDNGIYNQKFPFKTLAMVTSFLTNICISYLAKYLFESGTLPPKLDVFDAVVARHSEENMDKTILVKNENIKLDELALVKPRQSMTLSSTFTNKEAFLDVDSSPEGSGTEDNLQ
* hit, by the source's call; i = inactive; x = no result given.

The opening two records (preview)
KCNQ2 inh,CHT block,structure
i,i,COc1cc(CC(=O)NC2CCCc3ccccc32)cc(OC)c1OC (stereo unspecified)
i,i,Cc1cc(C)c(OCC(=O)Nc2cccc(NC(=O)c3ccco3)c2)c(Br)c1

Results, from the first entry:
KCNQ2 inh,CHT block,structure
i,i,COc1cc(CC(=O)NC2CCCc3ccccc32)cc(OC)c1OC (stereo unspecified)
i,i,Cc1cc(C)c(OCC(=O)Nc2cccc(NC(=O)c3ccco3)c2)c(Br)c1
i,i,CC1=CC2=NC(=O)CC(C)(C(=O)N(CC(=O)NC3CCCC3)c3cc(C)cc(C)c3)N2C=C1 (stereo unspecified)
i,i,COc1ccc(NC(=O)Cn2cnc3c(nnn3-c3ccc(C)cc3)c2=O)cc1
i,i,CCN(CC)CCCNC(=O)Cn1cc2c(n1)CCC(C)C2 (stereo unspecified)
i,i,CCOc1ccccc1NC(=S)NC1CCCCC1
i,i,O=C(CSc1nc2ccccc2o1)NC1CCCC1
i,i,Cc1ccc(S(=O)(=O)NCc2ccc3[nH]c(C)cc3c2)cc1
i,i,CC(=O)n1cc([C@@H]2C=C(C(=O)NCc3ccccc3)O[C@H](OCCCCO)C2)c2ccccc21
i,i,O=C(CN(C(=O)c1csnn1)c1ccc(F)c(Cl)c1)NCc1ccc(F)cc1
i,i,COC(=O)/C=C1/N/C(=N\c2nc(C)cc(C)n2)N(c2cccc(C)c2)C1=O
i,i,CCOc1ccc2nc(SCc3ccc(CC(=O)O)cc3)c(C#N)cc2c1
i,i,CN(C(=O)COc1coc(CN2CCN(c3ccccc3)CC2)cc1=O)c1ccccc1
i,i,O=C(NC(C(=O)c1ccccc1)N1CCOCC1)c1ccccc1 (stereo unspecified)
i,i,O=C(Nc1ccc(Br)cc1F)C1CC(=O)N(C2CCCCC2)C1 (stereo unspecified)
i,i,CC(=O)NCCc1nc2cc(NC(=O)c3cccs3)ccc2n1C
i,x,CC1=NNC(=O)/C1=C\c1cn(-c2ccccc2)nc1-c1ccc(F)cc1
i,i,O=C(Nc1nc2ccccc2s1)Nc1ccc(F)cc1F
i,i,Cc1ccc(Cl)c(OCCN2CCCC(C)C2)c1 (stereo unspecified)
i,i,COC(=O)[C@@]12CCCCN1[C@H](c1ccc(-c3cccc(Cl)c3)c(OC)c1)[C@H]1C(=O)N(C)C(=O)[C@H]12

More records:
KCNQ2 inh,CHT block,structure
i,i,COc1cc(-c2csc(NC3CCCCC3)n2)cc(OC)c1OC
i,i,COc1ccc(/C=C(/NC(=O)c2ccc(OC)c(OC)c2)C(=O)NCCc2c[nH]c3ccccc23)cc1
i,i,Cc1cc(S(=O)(=O)Nc2nc(CN3CCOCC3)nc3sc4c(c23)CCCC4)ccc1F
i,i,O=C(CSc1ncc(-c2ccccc2)nn1)NCc1ccco1
i,i,CCCNC(=O)NCc1ccc(N2CCCC2=O)cc1
i,i,CCN(C1CCCCC1)S(=O)(=O)c1ccc(S(=O)(=O)N(CC(=O)Nc2ccccc2)C2CC2)cc1
i,i,COc1ccc(-n2nc(C(=O)NCC(=O)NC3CCCC(C)C3C)c3ccccc3c2=O)c(OC)c1 (stereo unspecified)
i,i,COc1ccc(Cl)cc1NC(=O)c1cc(C)no1
i,i,CN1C(=O)C2ON(c3ccccc3)C(c3cccs3)C2C1=O (stereo unspecified)
i,i,CCCCCN1C=CC=C/C1=C\C=C(C#N)C#N
i,i,COC(=O)CSc1nc2cc(OC)ccc2n1C
i,i,Cc1ccc(C)c(NC(=O)N2CCc3ccccc3C2)c1
i,i,COc1ccc(C=NCCCN2CCOCC2)cc1
i,i,COc1nc2ccccc2nc1N1CCN(c2ccc(F)cc2)CC1
i,i,Nn1c(SCC(=O)Nc2ccc(F)cc2F)nnc1-c1cccnc1
i,i,CCOC(=O)C(C)Sc1nc(=O)n2ccccc2n1 (stereo unspecified)
i,i,O=C(CCNS(=O)(=O)c1ccccc1)NCCCSc1ccccc1
i,i,COc1ccccc1NC(=O)Cn1c(O)c(N=NC(=O)c2ccccc2O)c2ccccc21
i,i,COCCNc1ccc(S(=O)(=O)N2CCCC2)cn1
i,i,CCC1SC2=NCN(c3ccccc3)CN2C1=O (stereo unspecified)

Another view of 2 compounds above:
compound | KCNQ2 inh | CHT block
CCCNC(=O)NCc1ccc(N2CCCC2=O)cc1 | i | i
CCN(C1CCCCC1)S(=O)(=O)c1ccc(S(=O)(=O)N(CC(=O)Nc2ccccc2)C2CC2)cc1 | i | i

(list continues)
KCNQ2 inh,CHT block,structure
i,i,COc1ccc(S(=O)(=O)c2ccc(OC)c(OC)c2)cc1OC
i,i,COc1cc(C(=O)NCC(=O)n2nc(C)cc2C)cc(OC)c1OC
i,i,CC(=O)N1c2ccc(S(=O)(=O)N3CCCC(C(=O)Nc4cccc(F)c4)C3)cc2CC1C (stereo unspecified)
i,i,CCOC(=O)c1c(C2COc3ccccc3O2)csc1NC(=O)c1ccco1 (stereo unspecified)
i,i,CCCc1nc2c(nnn2Cc2ccccc2Cl)c(=O)[nH]1
i,i,Cn1ccnc1SCc1ccc(Cl)cc1Cl
i,i,O=C(NC1=NCCS1)c1ccc(Cl)c(S(=O)(=O)N2CCCC2)c1
i,i,Cc1nn(C)cc1/C=N/NC(=O)Cn1nccc1C
i,i,Cc1cc(Cl)ccc1NC(=O)c1ccc2c(c1)CCN2S(C)(=O)=O
i,i,CCOc1ccc(S(=O)(=O)NCCCN2CCOCC2)cc1
i,-6*,Oc1ccc(/C=N/n2c(-c3ccccc3)n[nH]c2=S)cc1Br
-5.6*,i,CN1CCN(c2ccc(Cl)cc2NC(=O)/C=C/c2ccc(F)cc2)CC1
i,i,COc1ccc(C(=O)Nc2cccc(C(=O)O)c2)cc1S(=O)(=O)N1CCCC1
i,i,Cc1cc(C)c2ccc(NN)nc2c1O
i,i,O=C(Nc1ccc(F)cc1)C1CCCN1S(=O)(=O)c1ccc(Br)cc1 (stereo unspecified)
x,i,CC[N+](CC)(CC)CCOc1ccc(/C=C/c2ccccc2)cc1
i,i,COc1ccc(-c2nnnn2C)cc1S(=O)(=O)NCCc1ccccc1
i,i,COc1ccc(C(CNC(=O)COc2ccc(F)cc2Br)N2CCCC2)cc1 (stereo unspecified)
i,i,O=C(NCc1ccco1)C1CCCN(S(=O)(=O)c2cnc[nH]2)C1 (stereo unspecified)
i,i,Cc1cc(NC(=O)Nc2ccc(F)cc2)no1

(further entries)
KCNQ2 inh,CHT block,structure
i,i,CCN(CCCNC(=O)Cn1ncc2c([nH]c3ccc(C)cc32)c1=O)Cc1ccccc1
i,i,COc1ccc(S(=O)(=O)Cc2ccc(C(=O)NCCCN(C)c3ccccc3)o2)cc1
i,i,Cc1c(OC(C)C(=O)N[C@@H](Cc2ccccc2)C(=O)O)ccc2c3c(c(=O)oc12)CCCC3 (stereo partly specified)
i,i,COc1cc(CCC(=O)NCc2ccc(Cl)cc2)cc(OC)c1OC
i,i,Cc1cc2ccccc2n1CCNC(=O)C(C)(C)C
-6.2*,i,Cc1cc(Cl)ccc1OC(C)C(=O)N1CCCN(C(=O)C(C)Oc2ccc(Cl)cc2C)CC1 (stereo unspecified)
i,i,Cc1ccc(NC(=O)Nc2cccnc2)cc1NC(=O)Nc1cccnc1
i,i,Cc1ccc(-n2c3c(cc(C(=O)NCc4ccco4)c2=O)C(=O)CC(C)(C)C3)cc1
i,i,Cc1ccc(C)c(NC(=O)c2ccccc2NS(=O)(=O)c2cc([N+](=O)[O-])ccc2C)c1
i,i,O=C(Cn1ncc2c([nH]c3ccccc32)c1=O)NCCCN1CCN(c2ccccc2)CC1
i,i,Cn1c(CN2CCC(C(N)=O)CC2)c(C#N)c2ccccc21
i,i,COc1cc(Cl)c(C)cc1NC(=O)[C@@H]1CCCN1C(=O)c1cccs1
i,i,CCOc1ccccc1N(CC(=O)NC1CCCCC1)C(=O)CCCC(=O)Nc1ccccn1
i,i,CC(C)CCn1c(CN2CCOCC2)nc2c1c(=O)n(C)c(=O)n2C
i,i,O=C(Nc1nc(-c2cccnc2)cs1)c1ccc(S(=O)(=O)N2CCOCC2)cc1
i,i,CCOC(=O)Nc1ccc2nc(N3CCCCCC3)sc2c1
i,i,CCN1C(=O)/C(=C/c2cn(C)nc2C)SC1=S
i,i,N#CCC(=N)N1CCN(c2cccc(Cl)c2)CC1
i,i,CCc1cc(-c2[nH]ncc2-c2nc3ccccc3n2C)c(O)cc1O
i,i,CCOc1ccccc1N1CCN(CC(=O)c2c(N)n(C)c(=O)n(C)c2=O)CC1

Next section:
KCNQ2 inh,CHT block,structure
i,i,COc1cccc(C(C(=O)NCC2CCCO2)N(C(=O)Cn2nnc3ccccc32)c2ccc(NC(C)=O)cc2)c1 (stereo unspecified)
i,i,CCOC(=O)COc1ccc2c(c1)C(=O)CC(C)(c1cccnc1)O2 (stereo unspecified)
i,i,COCC(=O)N1CCC(Oc2ccc(C(=O)NC3Cc4ccccc4C3)cc2)CC1
i,i,CC(=O)Nc1ccccc1NC(=O)C(F)(F)F
i,i,O=C(Nc1ccccc1N1CCN(C(=O)c2ccc(Cl)cc2)CC1)c1ccc2c(c1)OCO2
i,i,O=C1CCCCC(=O)N(c2ccccc2)c2ccccc21
i,i,O=C(N/N=C/c1ccccc1[N+](=O)[O-])c1cccs1
i,i,COc1cccc(C2C(C#N)=C(N)Oc3cc(C)oc(=O)c32)c1OC (stereo unspecified)
i,i,CCOc1ccc(NC(=O)CN(c2cccc(C(F)(F)F)c2)S(C)(=O)=O)cc1
i,i,COc1cccc(/C=N\NC(=O)c2ccc(C)nc2)c1
i,i,CCOc1ccc(NC(=O)CN2C(=O)CSC(C)C2=O)cc1 (stereo unspecified)
i,i,N#CCCN(Cc1cccnc1)C(=O)Nc1ccccc1
i,i,COc1ccc(CCNC(=O)Cn2c(=O)oc3cc(Cl)ccc32)cc1OC
i,i,Nn1c(SCC(=O)Nc2c(Cl)cccc2Cl)nncc1=O
i,i,Cc1ccc2[nH]c3c(c2c1)CCNC3=O
i,i,Nn1c(SCc2cccc(Br)c2)nnc1-c1cccnc1
i,i,O=C(c1cnccn1)N1CCc2ccccc21
i,i,O=C(/C=C\c1ccco1)NC(=S)Nc1ccccc1O
i,i,COc1cccc(OCc2nc3ccccc3[nH]2)c1
i,i,COc1ccc(C2/C=C\CN(C(=O)c3ccc(C)cc3)CC(=O)N2Cc2ccc(F)cc2)cc1 (stereo unspecified)

Other results follow:
KCNQ2 inh,CHT block,structure
i,i,C=CCOc1cccc(C2C(C(=O)c3ccco3)=C(O)C(=O)N2Cc2ccncc2)c1 (stereo unspecified)
i,i,CC(=O)c1ccc(N2CCN(S(=O)(=O)c3c(C)[nH]c(C)c3C(=O)N3CCCC3)CC2)cc1
i,i,O=C(/C=C/c1ccc([N+](=O)[O-])cc1)NCc1ccccn1
i,i,CCCNC(=O)N1CCN(S(C)(=O)=O)CC1
i,i,CC(C)(C)c1ccc(NC(=O)Nc2ccc(F)cc2)cc1
i,i,CC12CCC(C(=O)N(CCCCN3CCN(c4ccccn4)CC3)C1=O)C2(C)C (stereo unspecified)
i,i,CC(=O)N1CN(S(=O)(=O)c2ccc(C)cc2)CC1C (stereo unspecified)
i,i,CCCOC(=O)c1ccc(NC(=O)COC)cc1
i,i,CCCCCC(C)n1[nH]c(=O)c2c(C)cc(C)nc21 (stereo unspecified)
i,i,Cc1cccc(C(=O)N/N=C/c2ccccn2)c1
i,i,Cn1c(=O)[nH]c(=O)c2c1nc(N1CCCC1)n2CCCSc1nc2ccccc2o1
i,i,O=C(Cn1c(=O)oc2ccccc21)Nc1ccc(Cl)cc1Cl
i,i,COc1ccc(-c2cc(N3CCCC3)n3ncnc3n2)cc1
i,i,COc1ccc(C(=O)NCCCOC(=O)c2ccc(OC)cc2)cc1
i,i,CC(C)C(=O)N(Cc1ccc(F)cc1)Cc1nc2ccccc2c(=O)[nH]1
i,i,CCc1nnc(NC(=O)CSc2nnc(-c3cccnc3)n2C)s1
i,i,COc1ccc(N(CC(=O)NCCSCc2cccc(Cl)c2)S(C)(=O)=O)cc1Cl
i,i,Cc1ccccc1Cn1nnc2c1C(=O)c1ccccc1C2=O
i,i,Nc1nc(SCC(=O)Nc2ccc([N+](=O)[O-])cc2)n[nH]1
i,i,O=C(c1ccc(N2CCOCC2)cc1)c1cccs1

6 entries from above, ordered by count of non-hydrogen atoms, rising.
KCNQ2 inh,CHT block,structure
i,i,CCCCCC(C)n1[nH]c(=O)c2c(C)cc(C)nc21 (stereo unspecified)
i,i,Nc1nc(SCC(=O)Nc2ccc([N+](=O)[O-])cc2)n[nH]1
i,i,O=C(/C=C/c1ccc([N+](=O)[O-])cc1)NCc1ccccn1
i,i,CCc1nnc(NC(=O)CSc2nnc(-c3cccnc3)n2C)s1
i,i,COc1ccc(N(CC(=O)NCCSCc2cccc(Cl)c2)S(C)(=O)=O)cc1Cl
i,i,CC(=O)c1ccc(N2CCN(S(=O)(=O)c3c(C)[nH]c(C)c3C(=O)N3CCCC3)CC2)cc1

(continued)
KCNQ2 inh,CHT block,structure
x,i,CCOC(=O)c1cc(OC(=O)c2cccnc2)n(-c2ccccc2)n1
i,i,NC(=O)CN1C(=O)C(=O)N(Cc2ccccc2)C1=O
i,i,CCCCc1c(CCC)c(=N)c2ccccc2n1C
i,i,C=CCNS(=O)(=O)CC12CCC(CC1=O)C2(C)C (stereo unspecified)
i,i,CCOC(=O)N1CCN(C(=O)c2ccc(CNS(=O)(=O)c3ccc(NC(C)=O)cc3)cc2)CC1
i,i,N#C/C(=C(/O)CSc1ccccn1)c1nc2ccccc2s1
i,i,COCCOC(=O)c1c(C)oc2ccc(NS(=O)(=O)c3ccc(C)cc3)cc12
i,i,Cc1ccc(C)c(N2CC(C(=O)O)CC2=O)c1 (stereo unspecified)

Screens deposited in PubChem BioAssay by Johns Hopkins Ion Channel Center.

Rows are unselected; 1.9% or so of the library scored in one or more.
